RBBP9 inh – inhibitors of human serine hydrolase RBBP9 | O75884 | recombinant RBBP9, FP-Rh probe fluorescence polarization | inhibition, % at 7.94 µM | 0.2% of 220,000 active | AID 1515;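 active means inhibition above the campaign mean of all tested compounds plus 3 SD, cut at about 14% in these data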;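 further: plate controls were DMSO wells with RBBP9 for no effect and wells lacking RBBP9 protein for full effect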
Target sequence (O75884 whole entry, looked up): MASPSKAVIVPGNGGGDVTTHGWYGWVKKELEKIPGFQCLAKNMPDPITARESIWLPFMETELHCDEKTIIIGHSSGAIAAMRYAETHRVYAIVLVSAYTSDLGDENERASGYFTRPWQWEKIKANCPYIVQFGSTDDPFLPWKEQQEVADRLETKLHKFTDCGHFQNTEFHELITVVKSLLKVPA
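Test system: recombinant human RBBP9; Timing: 30 min then 45 min, 25 °C; Detection: fluorescence polarization; Control set: RBBP9 with DMSO as uninhibited control, no-protein wells as full inhibition; Compound dosing: one concentration, 7.94 µM nominal, 0.794% DMSO; Probe or stimulus: FP-Rh activity-based probe, 375 nM before mixing.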
PPC-1+TRAIL kill – kills PPC-1 cancer cells in the presence of TRAIL. PPC-1 cells + TRAIL, ATPLite viability luminescence. cell killing (% activity), % at 4 µM. 0.41% of 220,000 active. AID 1443;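 active means cell killing above 50% in the first pass at 4 µM, then a duplicate retest at 5 µM averaging 50% or more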;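 further: plate controls were cells with TRAIL plus DMSO for no effect and medium-only wells lacking cells for full effect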
Furin inh – blocks human furin protease activity; AID 463115; P09958; inhibition, % at 30 µM; purified furin, fluorogenic substrate cleavage; 0.061% of 220,000 active; in the data active means inhibition above about 25%; further: inactives centre near -15
Target sequence (P09958 108-714 limits assumed): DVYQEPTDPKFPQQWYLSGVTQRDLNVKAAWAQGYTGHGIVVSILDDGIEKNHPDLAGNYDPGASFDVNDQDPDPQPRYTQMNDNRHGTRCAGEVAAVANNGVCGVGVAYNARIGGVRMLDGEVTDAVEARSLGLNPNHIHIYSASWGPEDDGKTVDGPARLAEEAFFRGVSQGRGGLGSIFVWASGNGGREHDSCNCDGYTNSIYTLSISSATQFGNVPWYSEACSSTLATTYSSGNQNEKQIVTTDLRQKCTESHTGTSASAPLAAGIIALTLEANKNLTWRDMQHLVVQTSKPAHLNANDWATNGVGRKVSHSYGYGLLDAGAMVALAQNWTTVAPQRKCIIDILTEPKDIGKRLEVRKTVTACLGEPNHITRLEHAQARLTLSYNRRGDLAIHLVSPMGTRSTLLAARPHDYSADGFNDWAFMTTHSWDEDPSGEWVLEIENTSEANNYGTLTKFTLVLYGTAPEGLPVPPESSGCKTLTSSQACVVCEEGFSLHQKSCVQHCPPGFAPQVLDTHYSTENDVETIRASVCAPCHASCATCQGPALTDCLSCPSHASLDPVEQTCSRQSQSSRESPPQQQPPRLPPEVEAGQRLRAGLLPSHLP
TbHK1 inh – blocks Trypanosoma brucei hexokinase 1 activity. recombinant TbHK1, G6PDH-coupled NADH A340. 0.11% of 220,000 active. AID 1430. inhibition, % at 10 µM;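 active means inhibition of 50% or more in the single-dose primary screen; inactive means inhibition below 50%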
p97 inhibitor – blocks human p97 ATPase activity; recombinant p97 ATPase, Kinase-Glo ATP luminescence, 3 h; inhibition, % at 8 µM; 0.42% of 220,000 active; AID 1481; in the data active means inhibition above about 15%;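 further: 0% = DMSO vehicle and 100% = wells lacking enzyme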
BaF3 tox – reduces parental Ba/F3 cell viability, JAK2V617F counter-screen. CellTiter-Glo ATP luminescence. inhibition, % at 5.6 µM. 1.1% of 220,000 active;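 active means inhibition above a per-campaign cutoff, the mean inhibition of all tested compounds plus 3 SD, cut at about 27% in these data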;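 further: 0% = DMSO wells and 100% = JAK Inhibitor I control wells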
p47phox inh – inhibitors of human p47phox binding | P14598 | p47phox/p22phox peptide binding, fluorescence polarization, 2 h | 0.53% of 220,000 active | inhibition, % at 24.7 µM;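 active means inhibition above about 30%, limit read from the data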;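 further: 0% = p47phox with labelled peptide and 100% = labelled peptide alone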
Ba/F3 V617F tox – lowers viability of Ba/F3 cells expressing EpoR and JAK2V617F; ATP luminescence; inhibition, % at 5.6 µM; 1.1% of 220,000 active;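 active means inhibition above the campaign mean plus 3 SD over all tested compounds, cut at about 24% in these data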;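 further: cytokine-independent growth of Ba/F3 cells driven by EpoR plus mutant JAK2; 0% = DMSO-treated cells and 100% = JAK inhibitor I control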
PGE2 EP2 inh – EP2 receptor (human) inhibition. P43116. C6 glioma cells expressing human EP2, cAMP TR-FRET; cells stimulated with saturating PGE2. inhibition, % at 25 µM. 0.52% of 260,000 active. AID 1422;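 active means percent inhibition above 40 after rounding to a whole number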;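 further: rat C6 glioma host cells with rolipram phosphodiesterase inhibitor present; the protocol text gives 20 µM as final concentration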
Active calls of the source: *; nt = not tested or not shown; & = joins results of further samples; [ ] = remark or other dose. Not all compounds are listed, so the mix of outcomes need not match the whole.

item	molecule	RBBP9 inh	PPC-1+TRAIL kill	Furin inh	TbHK1 inh	p97 inhibitor	BaF3 tox	p47phox inh	Ba/F3 V617F tox	PGE2 EP2 inh
1	COCCCN(C)C1CCN(C(=O)Nc2ccc(F)cc2)CC1	0	12	-18	-2	4	-1	-6	-5	8
2	Cc1ccc(-c2noc(CCC(=O)NCCN3CCc4ccccc4C3)n2)cc1	4	16	-4[20 µM]	-2	2	4	-9	-4	8
3	COc1ccc(CCNC(=O)Cn2nnc(-c3ccc(OC)c(OC)c3)n2)cc1OC	0	nt	-36	-2	9	9	-12	-1	19&8
4	Cc1occc1C(=O)NNC(=O)c1ccc(F)cc1	-9	10	-20[20 µM]	-1	5	8	-8	-1	10&8
5	CCOC(=O)c1c(NC(C)=O)sc2c(OCC(O)CNC(C)(C)C)c(Br)ccc12 (stereo unspecified)	-11	nt	-14	14	-7	8	-8	3	20
6	CCN(CC)C(=O)CSc1nnc(-c2cccc(OC)c2)o1	6	18	-19	2	5	3	-8	-3	5&9
7	COc1ccc2c(c1)CCc1c(C(=O)Nc3cc(C)n(Cc4ccc(Cl)cc4)n3)noc1-2	-11	9	-19	-5	4	2	1	-3	8
8	Cc1cc[n+](CC(=O)c2ccc(NC(=O)c3ccccc3)cc2)c2ccccc12	-2	21	-6	-18	2	11	-4	3	6
9	COc1ccc(C(=O)/C=C/NCc2ccc(C)cc2)cc1	-9	nt	6[20 µM]	-30	-4	6	nt	4	18
10	CCN(CCNC(=O)Cn1cc2c(n1)CCCC2)c1ccccc1	1	15	-16	0	0	5	-4	1	7
11	O=C(O)CCCC(=O)Nc1ccccc1C(=O)N1CCCC1	-5	-1	-18[20 µM]	-3	2	1	-15	-3	12
12	O=C(CCN1CCOCC1)NCC1COc2ccccc2O1 (stereo unspecified)	2	1	-9[20 µM]	2	1	7	-5	6	15
13	COc1ccc(NC(=S)NCc2ccc(S(N)(=O)=O)cc2)c(OC)c1	0	8	-8	-6	-1	5	-12	1	3
14	CCCCn1c(SCC(=O)N2CCOCC2)nnc1-c1cccs1	-7	24	-19	1	-4	0	-1	-1	9
15	COc1ccc(-c2ccc(=O)n(Cc3ccc([N+](=O)[O-])cc3)n2)cc1	0	5	-17	-3	-5	12	-3	6	6
16	O=C(Cn1ccc(C(F)(F)F)n1)Nc1cccc(S(=O)(=O)N2CCCCC2)c1	-3	7	-22	1	5	-1	-14	-1	2
17	COc1ccc(CN2CCN(C(=O)c3cccs3)CC2)c(OC)c1OC	1	12	-21	7	0	1	1	-1	8
18	CN(CC(=O)NC1CCCc2ccccc21)S(=O)(=O)c1cccs1 (stereo unspecified)	-7	6	-20	-5	3	3	-19	-2	12
19	Cc1ccc(C)c(S(=O)(=O)NCc2ccc(C(=O)NCc3ccccn3)cc2)c1	-3	15	-15[20 µM]	-1	1	2	-18	0	13
20	Cc1ccc(CNC(=O)C2CCCN(Cc3cnn(-c4ccccc4)c3-n3cccc3)C2)cc1 (stereo unspecified)	4	16	-10	-2	-1	2	-1	-3	7

Ordered by molar mass (smallest number first): part of the list above.
item	molecule	RBBP9 inh	PPC-1+TRAIL kill	Furin inh	TbHK1 inh	p97 inhibitor	BaF3 tox	p47phox inh	Ba/F3 V617F tox	PGE2 EP2 inh
12	O=C(CCN1CCOCC1)NCC1COc2ccccc2O1 (stereo unspecified)	2	1	-9[20 µM]	2	1	7	-5	6	15
6	CCN(CC)C(=O)CSc1nnc(-c2cccc(OC)c2)o1	6	18	-19	2	5	3	-8	-3	5&9
18	CN(CC(=O)NC1CCCc2ccccc21)S(=O)(=O)c1cccs1 (stereo unspecified)	-7	6	-20	-5	3	3	-19	-2	12

Next part:
item	molecule	RBBP9 inh	PPC-1+TRAIL kill	Furin inh	TbHK1 inh	p97 inhibitor	BaF3 tox	p47phox inh	Ba/F3 V617F tox	PGE2 EP2 inh
21	O=C(O)CCc1ccc(-c2ccc(F)cc2)n1CCC(=O)O	1	21	-8[20 µM]	7	1	2	-6	-3	7
22	COCCSc1nnc(-c2cnccn2)o1	8	-13	-22	-5	5	-1	-19	-5	5
23	O=C(Nc1nc2ccccc2n1Cc1ccccc1)c1ccco1	-5	24	-23[20 µM]	3	-2	6	-9	-2	7
24	COC(=O)c1c(C(=O)OC)c(-c2ccc(C)cc2)n2c1CCC2	-1	19	2[20 µM]	9	-4	9	-6	7	2
25	COc1ccc(S(=O)(=O)N2CCC(C(=O)c3ccc4c(c3)OCCO4)CC2)cc1	-5	36	-18[20 µM]	0	0	2	-9	-4	2&10
26	O=C(CCS(=O)(=O)c1ccc(Cl)cc1)Oc1ccc2c(c1)OCO2	-1	11	-8	1	-1	-2	-11	-1	1
27	CCOC(=O)c1c(NC(=O)CSc2nc(C)cc(C)c2C#N)sc(C(C)=O)c1C	7	0	-31	-2	-2	12	10	3	3
28	C/C(=N\NC(=O)CN(c1ccccc1)S(=O)(=O)c1ccccc1[N+](=O)[O-])C(C)(C)C	-1	13	-19	34	7	1	13	-5	6
29	O=C(NC1CCN(Cc2ccccc2)CC1)C1CCCN(S(=O)(=O)c2cccc3nonc23)C1 (stereo unspecified)	1	18	-20[20 µM]	-10	-3	11	-4	1	13
30	Cc1cc(-c2n[nH]c(=S)n2/N=C/c2cccs2)n[nH]1	-8	5	-23	-7	-1	-1	11	-1	9
31	COc1ccc(OCC(=O)Nc2ccc3c(c2)nc2n3CCSC2)cc1	-8	6	-14	3	-2	-3	-7	-3	12
32	Cc1[nH]n(-c2ccc(Cl)c(Cl)c2)c(=O)c1CCO	3	5	-25	-9	1	1	-2	1	5
33	Cc1nn(CC#N)c(=O)n1-c1ccccc1	-2	29	-22[20 µM]	-1	3	3	-20	-3	15
34	Cc1cccc(N(CC(=O)NC2CCCC2)C(=O)c2cc3cc4cccc(C)c4nc3s2)c1C	3	17	-2[20 µM]	-9	1	12	-7	0	4
35	CC1CCCCC1N1CN=C(Nc2nc3ccccc3s2)NC1 (stereo unspecified)	-4	-18	-3[20 µM]	-2	-2	2	-11	5	8
36	O=C(CNS(=O)(=O)c1ccc(C(=O)N2CCOCC2)cc1)N1CCOCC1	-2	28	-29	6	8	1	7	-5	13
37	CCOc1ccc(C(=O)Nc2cc(S(=O)(=O)Nc3ccccc3Cl)ccc2N2CCOCC2)cc1	-9	24	-5	20	2	9	-5	3	8
38	COc1ccc(N2CCN(C(=O)NC34CC5CC(CC(C5)C3)C4)CC2)cc1	-2	18	-14[20 µM]	-11	2	-1	-8	-1	9
39	COc1ccc(S(=O)(=O)n2nc(OC(=O)c3ccccc3)cc2N)cc1	-8	8	-22	3	6	2	-11	-1	9
40	Cc1cc(/C(N)=N/OC(=O)c2cccc(Cl)c2)no1	-7	27	-21	-3	4	-2	-11	-2	7

New compounds follow.
item	molecule	RBBP9 inh	PPC-1+TRAIL kill	Furin inh	TbHK1 inh	p97 inhibitor	BaF3 tox	p47phox inh	Ba/F3 V617F tox	PGE2 EP2 inh
41	CSCCC(N=C(NS(=O)(=O)c1ccc(Br)cc1)c1ccccc1)C(=O)O (stereo unspecified)	-1	8	-8	1	2	-1	-1	-3	6
42	CCS(=O)(=O)c1ccc2oc(SCC(=O)NCc3ccccc3)nc2c1	-8	13	-20	-7	3	16	3	5	2
43	Cc1c(Cl)cccc1-n1c(SCC(=O)N(C)Cc2ccccc2)nnc1-c1ccncc1	-11	0	2[20 µM]	32	-4	8	-2	5	7
44	O=C1C(Cl)=C(N2CCCCCC2)C(=O)N1c1ccccc1	-13	15	-9	13	0	0	-7	-1	14
45	CNC(=O)C12CC3CC(CC(Cl)(C3)C1)C2	0	2	-22	-8	2	7	-10	2	3
46	O=C(c1ccccc1)C(C(=O)N1CCc2ccccc2C1)n1ccccc1=O (stereo unspecified)	1	11	-10	33	1	3	-7	0	5
47	S=C(NC1CCCCC1)NC1CC2CCC(C1)N2Cc1ccccc1 (stereo unspecified)	-6	nt	-29	11	2	4	2	-2	10
48	Cc1nnc(Sc2cc(C(=O)NCCCN(C)Cc3ccccc3)c3ccccc3n2)s1	-10	26	-22	-7	0	2	-23	0	8
49	Cn1cccc1/C=N/N1CCN(Cc2ccccc2)CC1	-5	-4	-14	-17	6	3	-5	-3	6
50	CCOc1ccc(N2C(=O)C3C(c4ccccc4F)NN(C(=O)c4ccc(C)cc4)C3C2=O)cc1 (stereo unspecified)	-9	9	-22	-1	6	7	-20	-2	nt
51	CCOC(=O)c1ccc(CNC(=O)C2CCCCC2C(=O)OCC(F)(F)F)o1 (stereo unspecified)	0	24	-20	44	1	-2	7	-2	22
52	CC(C)(C)c1nc(NCCN2CCOCC2)c2nnn(Cc3ccccc3Cl)c2n1	-5	22	-16	-11	1	6	-4	1	5
53	CCSc1nc2ccccc2c(=O)n1-c1c(C)n(C)n(-c2ccccc2)c1=O	-13	16	-25	-1	-3	5	1	2	3
54	O=C(c1ccc(Cl)c([N+](=O)[O-])c1)N(c1ccccn1)c1ccccn1	-1	17	-7	29	-1	3	-3	0	1
55	O=c1cc(N2CCCCC2)c(-c2ccccc2)nn1Cc1cccc(F)c1	-18	3	-5	3	-12	5	5	4	7
56	CC(C)Cc1csc(NC(=O)c2ccc(Br)cc2)c1C(=O)O	0	-1	-23	-28	0	3	-12	-1	12
57	Cc1cccc(Cn2c(SCCN3CCOCC3)nc3c2c(=O)n(C)c(=O)n3C)c1	-5	8	-23	-5	0	4	-4	-1	8&10
58	COc1ccc(-c2cc(C(F)(F)F)nc(S(=O)(=O)CCCC(=O)Nc3cc(C)on3)n2)cc1OC	10	9	-13	-20	0	2	-1	-2	14
59	C/C(=N\NC(=O)c1ccc(C)cc1C)c1ccc(-n2ccnc2)cc1	-8	6	-22	0	2	2	-2	-3	17
60	COc1ccc(C(=O)NC(C)(C)C)cc1S(=O)(=O)N1CCCC1	-10	-14	-14[20 µM]	-6	-2	4	-10	-3	3
61	O=C(CSc1ccc(Br)cc1)Nc1ccccc1Oc1ccccc1	-5	6	-25	-1	6	7	-12	0	9
62	CCOC(=O)c1c(CSc2ccccc2)n(C)c2ccc(O)c(CN3CCOCC3)c12	-5	30	-22	2	-4	7	-2	0	12
63	CCN(CC)c1ccc(/C=N/NC(=O)c2c[nH]c3ccccc23)cc1	-7	9	-16	-21	3	-1	-51	-2	13

Bioassay records as filed in PubChem BioAssay.
